Screens deposited in PubChem by several laboratories.
Mot1-301 SUMO: inhibitors of SUMOylation pathway: yeast Mot1-301 growth rescue | S. cerevisiae Mot1-301 growth rescue, ATP luminescence, 38.5C; percent above DMSO median, 100 means doubled | growth rescue, % at 18.8 µM | actives 1% (n = 320,000) | AID 2716;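 active = every valid replicate shows activation above 250% relative to neutral control wells; inactive = the rest, any valid replicate at or below 250%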;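 note: OY570 slx delta 5 strain wells were the positive control but not used for scaling; some compounds called inactive have numbers as strong as hits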
PfHsp90 set2: inhibits growth of yeast expressing Plasmodium falciparum Hsp90. actives 0.32% (n = 310,000). inhibition, % at 9.4 µM. S. cerevisiae expressing PfHsp90, BacTiter-Glo ATP, 48 h; yeast lacking PDR1 and PDR3 efflux regulators;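 active = every replicate shows inhibition above about 80%, whatever the replicate mean, limit read from the data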;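 note: 0% = DMSO neutral controls and 100% = 20 µM radicicol positive controls; yeast relying on Plasmodium falciparum Hsp90 in place of its own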
Ecoli viability: reduces bacterial viability in AddAB counter-screen. E. coli V3065 growth, OD600 absorbance, 18 h. inhibition, % at 11.9 µM. actives 0.27% (n = 330,000). AID 449728;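 active = inhibition above the campaign's mean inhibition across all tested compounds plus 3 SD, cut at about 9.9% in these data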;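 note: uninfected addAB+ strain grown without phage in ampicillin broth; 0% = DMSO wells and 100% = ciprofloxacin 0.95 µg/ml wells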
MOR-DOR ag: OPRM1-OPRD1 heterodimerization agonism; actives 0.3% (n = 340,000); cells, luminescence; AID 504326; activation, % at 9.3 µM; P35372+P41143; in the data active = activation above about 18%;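 note: 0% = vehicle-treated cells and 100% = reference agonist; values of inactives mirror those of a sister screen read the other way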
Target sequence (P35372 whole entry, looked up): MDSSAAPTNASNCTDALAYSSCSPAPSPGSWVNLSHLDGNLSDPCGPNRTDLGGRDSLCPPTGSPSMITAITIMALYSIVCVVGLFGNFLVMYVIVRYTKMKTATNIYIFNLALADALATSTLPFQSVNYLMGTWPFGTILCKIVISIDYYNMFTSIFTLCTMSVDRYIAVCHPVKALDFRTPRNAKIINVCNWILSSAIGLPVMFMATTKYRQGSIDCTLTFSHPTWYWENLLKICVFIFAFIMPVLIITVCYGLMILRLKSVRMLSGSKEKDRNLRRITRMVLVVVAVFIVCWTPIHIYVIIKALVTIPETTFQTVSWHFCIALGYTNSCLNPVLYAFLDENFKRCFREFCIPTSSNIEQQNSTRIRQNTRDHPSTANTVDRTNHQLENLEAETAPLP
Target sequence (P41143 whole entry, looked up): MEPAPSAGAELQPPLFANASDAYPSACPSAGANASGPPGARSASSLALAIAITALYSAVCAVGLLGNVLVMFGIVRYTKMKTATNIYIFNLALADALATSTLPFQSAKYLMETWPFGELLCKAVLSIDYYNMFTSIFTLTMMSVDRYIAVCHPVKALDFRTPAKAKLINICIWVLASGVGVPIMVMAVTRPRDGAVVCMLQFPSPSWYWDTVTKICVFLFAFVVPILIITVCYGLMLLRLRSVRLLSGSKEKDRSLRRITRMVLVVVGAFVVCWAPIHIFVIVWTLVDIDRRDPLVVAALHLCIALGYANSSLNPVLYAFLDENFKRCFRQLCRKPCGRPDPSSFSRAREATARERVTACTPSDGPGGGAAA
PKA-R1A act: PKA-R1A complex activation; P00514+P68181; PKA-R1A dissociation, Cy5-IP20 fluorescence polarization; scaled: DMSO 0%, 113 µM cGMP 100%; activation, % at 11.4 µM; actives 0.083% (n = 340,000);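 active = percent activation above the mean of all tested compounds plus 3 SD, cut at about 19% in these data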;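 note: higher means more PKAc released from R1A so a rise in polarization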
Pemphigus Ab inh: inhibitors of pemphigus antibody binding to human desmoglein-3 | P32926 | DSG3-coupled beads, scFv-anti-DSG3-GFP binding, flow cytometry; stronger effect = lower value | binding (percent of control), % at 10 µM | actives 0.48% (n = 310,000);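 active = binding more than 3 SD below its plate's average and above zero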;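 note: hits lower antibody fragment binding to DSG3; some compounds called inactive have numbers as strong as hits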
Tat transport: blocks Tat-dependent protein export in E. coli | E. coli MC4100 TorA-mCherry Tat export, fluorescence | inhibition, % at 10 µM | actives 0.036% (n = 340,000);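 active = mean replicate inhibition at least 50% and at least half of replicates individually reaching 50%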;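 note: exported cargo escapes ClpAP degradation while cytoplasmic cargo is degraded and loses fluorescence; 0% = median of neutral control wells and 100% = median of NaSCN control wells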
Arr AP2 block: blocks beta-arrestin peptide binding to AP2 adaptin. FITC-arrestin peptide / GST-AP2 beads, flow cytometry; AP2 beta2 appendage carries R879A mutation. inhibition, % at 10 µM. actives 0.31% (n = 340,000). AID 504490;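 active = inhibition above a set limit, near 3 SD of compounds lacking own fluorescence, cut at about 54% in these data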;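 note: plate controls were DMSO wells for no effect and 5 µM unlabelled arrestin peptide for full effect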
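Measured by: flow cytometry, FL1 (488/535 nm); Material: AP2 appendage R879A on GSH beads; Evaluation: percent response; Timing: pre-incubation 12 min, peptide binding 1 h, room temperature; Also added: 50 nM FITC-arrestin peptide; Medium: PBS with 0.05% Tween 20 and 0.1% BSA.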
AddAB inh: less growth of phage-infected E. coli with AddAB. E. coli expressing H. pylori AddAB, absorbance growth. inhibition, % at 11.9 µM. actives 0.29% (n = 330,000); in the data active = inhibition above about 12%;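 note: 0% = vehicle wells of infected cells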
MOR-DOR inv ag: inverse agonists of human mu-delta opioid receptor heterodimerization. P35372+P41143. cell-based MOR-DOR heterodimer luminescence, inverse agonism. inhibition, % at 9.3 µM. actives 0.21% (n = 340,000). AID 504357; in the data active = inhibition above about 22%, passing the limit was not always enough;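 note: 0% = cells with DMSO and 100% = wells without cells with DMSO; values of inactives mirror those of a sister screen read the other way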
phage Ecoli inh: E. coli growth loss with phage present | actives 0.26% (n = 360,000) | growth absorbance | AID 651602 | inhibition, % at 11.9 µM; in the data active = inhibition above about 11%
Active calls of the source: *; . = not tested or not shown. This is a random part of the collection. About 2.8% of those tested had a hit in this group.

mol	Mot1-301 SUMO	PfHsp90 set2	Ecoli viability	MOR-DOR ag	PKA-R1A act	Pemphigus Ab inh	Tat transport	Arr AP2 block	AddAB inh	MOR-DOR inv ag	phage Ecoli inh
COc1ccc(C(=O)N/C(=C\c2cn(C)c3ccccc23)C(=O)NCCCN2CCOCC2)cc1OC	-2	-20	0.3	-3.8	13	103	-1	-14	3.9	20	-1.3
COc1ccc(CCNC(=O)CN2C(=O)NC3(CCc4ccccc43)C2=O)cc1 (stereo not drawn)	2	.	4.1	-1.5	3	101	3	-7	2.5	6	0.8
COc1cccc(CC(=O)N2CCC(n3nccc3NC(=O)C3CCOC3)CC2)c1 (stereo not drawn)	-34	20	-1.3	-0.2	-4	110	-2	-14	-2.1	1	0.2
COc1cc(C(=O)NC(C(=O)Nc2cccc(C(C)=O)c2)C(C)C)cc(OC)c1OC (stereo not drawn)	11	-1	-1.3	-3.7	6	109	3	30	2.9	18	3.8
Cc1ccc(N(CC(=O)Nc2cc(C)ccc2C)S(C)(=O)=O)cc1	-15	22	-2.2	-2.2	-7	112	-8	33	2.6	12	-1.2
CC(=O)c1ccc(NC(=O)CC23CC4CC(C2)CC(n2nnc(C)n2)(C4)C3)cc1	272	-2	0.8	-1.9	-7	101	2	9	2.3	10	2.0
N#Cc1ccccc1S(=O)(=O)N1CCN(C(=O)c2ccc(-n3cncn3)c([N+](=O)[O-])c2)CC1	-6	2	-1.6	-3.3	-19	103	10	-5	0.7	16	2.1
COc1ccccc1CNS(=O)(=O)c1ccc(-n2cnnn2)c(OC)c1	-25	1	0.6	-0.4	-2	103	-4	13	1.4	2	-0.6
CCn1c(SCC(=O)Nc2cc(C)on2)nc2c(c1=O)SCC2	-17	-5	1.3	-2.1	-10	.	4	5	-1.0	11	1.3
COC(=O)c1cc(NC(=O)CSc2nnc(N)s2)ccc1Cl	11	4	-1.2	-3.7	7	104	-9	28	4.7	18	3.9
CS(=O)(=O)N(CCc1ccccc1)CC(=O)Nc1ccc(Br)cc1F	11	12	1.8	4.5	4	98	2	11	3.3	-21	4.2
CCOC(=O)Cc1csc(NS(=O)(=O)c2ccc(OC)cc2)n1	-12	-7	-0.5	-2.0	1	75	-1	9	-0.2	10	5.8
Cc1ccc(C)c(C(=O)n2cnnc2N)c1	484	-27	-0.9	-0.7	-7	.	1	26	1.4	4	3.1
CS(=O)(=O)N(CCc1ccccc1)CC(=O)NCc1ccncc1	2	20	-0.2	0.3	6	98	-2	5	0.3	-2	0.1
COc1ccc(OC)c(NC(=O)Nc2cccc(Cn3cccn3)c2)c1	4	-5	-1.4	-1.6	-2	91	-2	-2	4.2	8	2.3
C/C(Cl)=C\Cn1c(=O)c2c(nc3n2CCS3)n(C)c1=O	9	-18	-2.5	-0.1	-1	107	10	-8	1.2	1	2.4
CCc1ccccc1NC(=O)c1ccccc1Sc1ccc([N+](=O)[O-])cc1Cl	18	19	2.4	2.4	-2	100	4	-1	0.4	-12	6.7
CCn1nnc(NC(=O)c2ccc(C(C)(C)C)cc2)n1	-14	23	3.4	-2.2	7	100	2	3	2.1	12	2.2
Cc1c(C(=O)N2CCOCC2)c(S(=O)(=O)Nc2cccc(F)c2)c(C)n1C	6	-11	-0.8	-2.8	2	97	0	-11	3.2	14	3.8
CC1=Nc2ccccc2/C1=C\c1nc(-c2ccc(F)cc2)oc1O	11	-25	2.7	-3.0	-10	103	-1	12	-1.6	16	3.3
COc1ccc(NC(=O)CNC(=O)c2ccco2)cc1	24	-11	-1.3	-2.1	-4	116	-16	-4	-1.0	10	2.7
CC1CCN(C(=O)C(=O)Nc2sc3c(c2C(N)=O)CC(C)(C)OC3)CC1	7	2	2.7	-1.3	4	98	-3	-12	1.7	7	2.7
CC(NC(=O)COC(=O)Cn1cc(C(F)(F)F)ccc1=O)c1ccccc1 (stereo not drawn)	-12	-9	1.1	-1.6	6	.	-1	-15	0.2	6	2.5
Nc1nc(SCCO)[nH]c(=O)c1NC(=O)c1ccccc1F	-11	.	0.0	-2.9	1	86	3	-1	3.0	18	0.7
O=C(O)CCC(=O)Nc1ccc(Cc2ccc(NC(=O)CCC(=O)O)cc2)cc1	-16	23	-2.7	-0.9	0	102	-1	17	0.0	6	1.1

In a second layout: results already given
COc1ccc(CCNC(=O)CN2C(=O)NC3(CCc4ccccc43)C2=O)cc1 (stereo not drawn)
  Mot1-301 SUMO = 2 | PfHsp90 set2 = . | Ecoli viability = 4.1 | MOR-DOR ag = -1.5 | PKA-R1A act = 3 | Pemphigus Ab inh = 101 | Tat transport = 3 | Arr AP2 block = -7 | AddAB inh = 2.5 | MOR-DOR inv ag = 6 | phage Ecoli inh = 0.8

COc1cccc(CC(=O)N2CCC(n3nccc3NC(=O)C3CCOC3)CC2)c1 (stereo not drawn)
  Mot1-301 SUMO = -34 | PfHsp90 set2 = 20 | Ecoli viability = -1.3 | MOR-DOR ag = -0.2 | PKA-R1A act = -4 | Pemphigus Ab inh = 110 | Tat transport = -2 | Arr AP2 block = -14 | AddAB inh = -2.1 | MOR-DOR inv ag = 1 | phage Ecoli inh = 0.2

COc1cc(C(=O)NC(C(=O)Nc2cccc(C(C)=O)c2)C(C)C)cc(OC)c1OC (stereo not drawn)
  Mot1-301 SUMO = 11 | PfHsp90 set2 = -1 | Ecoli viability = -1.3 | MOR-DOR ag = -3.7 | PKA-R1A act = 6 | Pemphigus Ab inh = 109 | Tat transport = 3 | Arr AP2 block = 30 | AddAB inh = 2.9 | MOR-DOR inv ag = 18 | phage Ecoli inh = 3.8

One compound at a time (already shown). Order of values: Mot1-301 SUMO, PfHsp90 set2, Ecoli viability, MOR-DOR ag, PKA-R1A act, Pemphigus Ab inh, Tat transport, Arr AP2 block, AddAB inh, MOR-DOR inv ag, phage Ecoli inh
COc1ccc(CCNC(=O)CN2C(=O)NC3(CCc4ccccc43)C2=O)cc1 (stereo not drawn) is listed with 2, ., 4.1, -1.5, 3, 101, 3, -7, 2.5, 6, 0.8
C/C(Cl)=C\Cn1c(=O)c2c(nc3n2CCS3)n(C)c1=O is listed with 9, -18, -2.5, -0.1, -1, 107, 10, -8, 1.2, 1, 2.4
Cc1ccc(C)c(C(=O)n2cnnc2N)c1 is listed with 484, -27, -0.9, -0.7, -7, ., 1, 26, 1.4, 4, 3.1
CCc1ccccc1NC(=O)c1ccccc1Sc1ccc([N+](=O)[O-])cc1Cl is listed with 18, 19, 2.4, 2.4, -2, 100, 4, -1, 0.4, -12, 6.7
COc1ccc(NC(=O)CNC(=O)c2ccco2)cc1 is listed with 24, -11, -1.3, -2.1, -4, 116, -16, -4, -1.0, 10, 2.7

Additional results:
mol	Mot1-301 SUMO	PfHsp90 set2	Ecoli viability	MOR-DOR ag	PKA-R1A act	Pemphigus Ab inh	Tat transport	Arr AP2 block	AddAB inh	MOR-DOR inv ag	phage Ecoli inh
CCn1c(=O)c(-c2cc(=O)[nH][nH]2)c(O)c2ccccc21	8	-6	1.3	-2.7	6	92	-6	8	2.4	14	4.5
Cn1cnc(S(=O)(=O)Nc2cc(C(F)(F)F)ccc2N2CCOCC2)c1	76	-27	2.1	-0.7	-4	.	2	-1	1.5	4	2.2
CCn1cc([N+](=O)[O-])c(C(=O)N2CCCC2)n1	.	-5	.	-1.8	-3	98	-11	4	.	10	1.6
CCn1nc(C)c(CNC(=O)c2cc(COc3ccc(F)cc3Cl)on2)c1C	-1	10	1.3	1.0	-14	86	9	4	3.1	-5	2.6
CCCC(C(=O)OCC)P(=O)(c1ccccc1)c1ccccc1 (stereo not drawn)	-2	.	-1.2	-2.5	-14	125	5	0	2.1	14	1.6
COc1ccc(Nc2nc(N)nc(CN(C)C3CCCCC3)n2)cc1	-30	-7	-2.2	0.6	-15	112	-8	6	1.1	-4	1.4
CN1CCN(NS(=O)(=O)c2cccs2)CC1	2	-1	-1.0	-2.7	15	95	12	2	-1.1	14	3.1
COC(=O)c1c(C)[nH]c(C(=O)/C=C/c2ccccc2F)c1C	0	8	0.0	-3.1	-9	101	-10	-13	3.0	16	2.1
COc1ccccc1NCCC(=O)OCC(=O)Nc1ccc(Cl)cn1	8	1	0.5	-0.3	4	89	-4	9	0.2	2	2.0
CN(Cc1cnn(C)c1)Cc1nc(Cc2ccccc2Cl)no1	-10	7	1.7	-2.6	-13	94	0	10	2.3	15	4.6
CNC(=O)N(O)C1N(NC(=O)Nc2cccc3ccccc23)C(=S)SC1(C)C (stereo not drawn)	-12	-3	-0.3	-2.5	-5	.	-1	14	1.9	13	2.8
O=[N+]([O-])c1ccc(-c2cnc3ccccc3n2)cc1	-11	-46	0.9	2.8	14	122	-6	2	1.7	-14	-0.1
C/C(CC(=O)Nc1ccccc1)=N\NC(=O)COc1ccc(C)cc1Br	117	-18	-0.6	-0.4	-6	97	-2	-7	2.8	2	3.0
CCOc1ccc(C2C(C#N)=C(N)Oc3cc(C)oc(=O)c32)cc1 (stereo not drawn)	-1	-25	-1.1	-3.9	-2	99	-12	-19	0.0	18	2.0
N#Cc1ccc(Oc2ccc(S(=O)(=O)N3CCOCC3)cn2)cc1	-6	.	0.3	-1.1	14	93	6	0	0.3	7	0.8
CCc1ccc(NC(=O)Nc2cc(C(=O)O)ccc2N2CC3CC(C2)c2cccc(=O)n2C3)cc1 (stereo not drawn)	3	11	-1.4	-3.2	-8	97	-3	-1	0.7	17	0.6
Cc1nc(N(C)C)ncc1C(=O)O	0	20	-1.6	-3.9	-3	109	3	-4	3.8	16	0.5
CN1CCN(S(=O)(=O)c2ccc(Sc3nnnn3-c3ccccc3)c([N+](=O)[O-])c2)CC1	22	-17	-3.0	2.6	0	100	-4	-9	1.0	-13	2.7
Cc1nc2scc(-c3ccc(C(C)(C)C)cc3)c2c(=O)n1N	33	4	-0.6	5.5	-8	102	-1	-9	-0.9	-26	4.0
O=c1[nH]c(-c2ccncc2)nc2ccccc12	-3	-7	2.1	-2.1	-2	99	-4	1	0.2	13	1.4
Cc1cccn2cc(-c3ccc(S(=O)(=O)N4CCCCC4)cc3)nc12	1	8	-2.8	-0.5	-1	107	0	-8	2.7	3	6.3

2 compounds picked at random from those above:
mol	Mot1-301 SUMO	PfHsp90 set2	Ecoli viability	MOR-DOR ag	PKA-R1A act	Pemphigus Ab inh	Tat transport	Arr AP2 block	AddAB inh	MOR-DOR inv ag	phage Ecoli inh
O=c1[nH]c(-c2ccncc2)nc2ccccc12	-3	-7	2.1	-2.1	-2	99	-4	1	0.2	13	1.4
N#Cc1ccc(Oc2ccc(S(=O)(=O)N3CCOCC3)cn2)cc1	-6	.	0.3	-1.1	14	93	6	0	0.3	7	0.8
